# MPTP block: mitochondrial permeability transition pore inhibitors, primary screen, biochemical, isolated mouse mitochondria, absorbance. Ca2+ swelling absorbance, 30 min. inhibition, % at 10 µM. 360,000 compounds, 1.4% hits. AID 602449, 2012;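 active = inhibition of 50% or more, scaled per plate between neutral and stimulator controls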;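 also: 0% = DMSO wells given calcium and 100% = 1 mM EGTA wells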
# tim23-1 inh: growth inhibitors of tim23-1 mutant yeast, primary screen, luminescence, uHTS. inhibition, % at 20 µM. S. cerevisiae tim23-1 growth, BacTiter-Glo luminescence, 24 h. AID 463212, 2010. 330,000 compounds, 1.3% hits;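 active = growth inhibition of the mutant yeast at or above 50%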;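 also: temperature-sensitive mutant grown at 25 °C; plate controls were DMSO-treated mutant yeast for no effect and medium wells lacking yeast for full effect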
# GRIN3A LBD mod: binders of NR3A ligand-binding domain, primary screen, biophysical, differential scanning fluorimetry, uHTS; NR3A LBD differential scanning fluorimetry, Tm shift; 0% = protein alone, 100% = glycine-bound protein; AID 1259313, 2017; Glutamate receptor ionotropic, NMDA 3A (GRIN3A) ligand-binding domain; Tm shift relative to glycine control, % at 25 µM; 340,000 compounds, 2.5% hits;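 active = melting temperature shift of at least 10% of the positive control shift, at one fixed dose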
# NALP3 yeast inh: NALP3 inflammasome inhibitors in reconstituted yeast, primary screen, luminescence, uHTS; inhibition, % at 10 µM; Yeast reconstituted NLRP3/ASC/caspase-1, beta-gal luminescence, 24 h; 330,000 compounds, 0.39% hits; AID 2825, 2010;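 active = inhibition of 50% or more; inactive = inhibition below 50%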;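 also: plate controls were induced DMSO wells for no effect and uninduced yeast grown without galactose for full effect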
# APJ ag: agonists of human apelin receptor APJ, primary screen, CHO-K1 cells, PathHunter beta-arrestin, luminescence; P35414; AID 2520, 2010; 330,000 compounds, 0.11% hits; 0% DMSO wells, 100% apelin; activation, % at 20 µM;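 active = activation more than six SD over the plate average, tested at 20 µM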;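 also: 0% = DMSO alone and 100% = apelin-13 at 10 nM; some results filed as inactive read as strong as hits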
# Target sequence (P35414 whole entry, looked up): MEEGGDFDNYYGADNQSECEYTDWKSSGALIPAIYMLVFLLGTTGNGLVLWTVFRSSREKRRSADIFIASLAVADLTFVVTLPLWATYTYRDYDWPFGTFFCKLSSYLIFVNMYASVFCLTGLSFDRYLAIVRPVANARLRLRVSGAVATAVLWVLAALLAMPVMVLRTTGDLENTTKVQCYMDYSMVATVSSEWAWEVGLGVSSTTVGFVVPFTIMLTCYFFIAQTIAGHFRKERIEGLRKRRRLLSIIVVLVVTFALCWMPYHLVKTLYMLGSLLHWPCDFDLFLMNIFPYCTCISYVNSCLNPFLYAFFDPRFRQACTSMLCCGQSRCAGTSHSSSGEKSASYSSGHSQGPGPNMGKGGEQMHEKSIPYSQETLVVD
#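 Material: engineered CHO-K1 APJ arrestin reporter cells; amount: 1000 CHO-K1 reporter cells seeded per well; incubation: compound stimulation 90 min at 25 °C, detection 60 min; signal: luminescent beta-gal fragment complementation, chemiluminescent substrate; read-out basis: APJ agonist activity; controls: DMSO-only wells as negative, 10 nM Apelin-13 as positive control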
# TIM10 inh: growth inhibitors of isogenic TIM10 control yeast, primary screen, counter-screen for tim10-1 yeast inhibitor project, luminescence, uHTS; S. cerevisiae TIM10 strain growth, BacTiter-Glo luminescence, 24 h; inhibition, % at 10 µM; 330,000 compounds, 1.4% hits;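 active = inhibition of 40% or more at the single tested concentration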;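 also: wild-type TIM10 isogenic control strain grown at permissive 25 °C; 0% = DMSO yeast wells and 100% = minimal medium wells without yeast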
# beta cell repl: inducers of MIN6 beta-cell proliferation, primary screen, ATP luminescence, uHTS; proliferation, % at 10 µM; MIN6 cells proliferation, ATPlite luminescence, 48 h; cells starved in 0.2% serum; 100% = growth in 10% serum; 330,000 compounds, 0.29% hits;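 active = compounds whose signal lies at least 3.5 SD above the mean of all wells on their plate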;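 also: 0% = DMSO-treated cells in low-serum medium and 100% = 10% serum control; some compounds called inactive have numbers as strong as hits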
# APJ antag: antagonists of human apelin receptor APJ, primary screen, CHO-K1 cells, beta-arrestin complementation, luminescence | inhibition, % at 20 µM | 330,000 compounds, 0.32% hits | AID 2521, 2010;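 active = inhibition above about 40% at 20 µM, limit read from the data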;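 also: cells challenged with 10 nM apelin-13 agonist together with compound; plate controls were apelin-13 plus DMSO wells for no effect and DMSO wells lacking apelin-13 for full effect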
# tim10-1 inh: growth inhibitors of tim10-1 mutant yeast, primary screen, luminescence, uHTS; S. cerevisiae tim10-1 ts strain growth, BacTiter-Glo, 24 h; inhibition, % at 20 µM; 330,000 compounds, 2.2% hits;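 active = inhibition of at least 40%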;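 also: mutant grown at 25 °C; 0% = DMSO wells with yeast and 100% = wells holding no yeast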
# Numbers without * were called inactive; · = no result given; & = joins results of further samples.
SMILES,MPTP block,tim23-1 inh,GRIN3A LBD mod,NALP3 yeast inh,APJ ag,TIM10 inh,beta cell repl,APJ antag,tim10-1 inh
COc1ccc(NC(=O)c2cc(C)nc3ccccc23)cc1S(=O)(=O)N1CCOCC1,1.5,-8.5,-1.6,11.3,-3.4,-3.3,1.1,1.3,-11.2
O=C(O)C1OC(Oc2c(-c3ccc(O)c(O)c3)oc3cc(O)cc(O)c3c2=O)C(O)C(O)C1O (stereo not given),·,0.3,-3.7,21.4,2.6,-14.2,-1.8,-45.7,-5.2
Cc1ccc(CNC(=O)C2CCN(S(=O)(=O)c3c(C)noc3/C=C/N(C)C)CC2)cc1,0.3,-6.3,-2.6,-5.2,-1.5,10.0,0.8,23.7,7.6
Cc1cc(C)c([N+](=O)[O-])cc1NCC(=O)N1CCN(c2ccccc2)CC1,-1.5,-3.1,-2.2,19.5,-2.6,13.3,-0.7,-8.7,12.1
COC(=O)c1ccc2c(c1)N(C)S(=O)(=O)c1cnc(SCC(=O)C(C)(C)C)nc1-2,-0.7,-4.7,10.9*,7.8,-2.6,11.0,-0.6,19.4,22.2
CC(C)(C)NC(=O)C(c1ccncc1)N(Cc1ccco1)C(=O)c1ccc(-c2ccccc2)[nH]1 (stereo not given),-0.1,35.2,-0.6,14.7,-2.6,25.0,-6.2,24.4,52.2*
CCCCCn1c(=NC(=O)c2ccco2)c(C(=O)OCC)cc2c(=O)n3ccccc3nc21,0.9&1.6,22.3,-1.0&0.3,7.2,-3.1,9.2,6.5,-1.8,8.4
CC(=O)Nc1ccc2c(c1)CCCC2=O,3.7,-6.5,1.5,10.3,2.2,9.5,1.0,-16.2,-5.2
CCOC(=O)C1=C(C)NC(C)=C(C(=O)OCC)C1,45.6&0.0,-0.1&5.1,5.6&0.4,-2.2&9.2,-3.1&-2.1,14.5&-0.9,3.1&-2.5,10.2&1.6,13.7&16.0
CCC(NC(=O)C1(C)CC1(Br)Br)c1ccc(C)cc1 (stereo not given),-3.1,17.1,-1.7,16.0,-0.6,5.3,1.0,-3.2,16.9
COc1ccc(CCn2c(=S)[nH]c3cc(C(=O)N4CCOCC4)ccc3c2=O)cc1OC,-0.6,0.3,0.0,2.0,0.5,3.4,-3.0,-8.0,17.2
COC(=O)c1ccc(C(NC(=O)OCc2ccccc2)/C(F)=C/[C@@H](C)C(=O)NCc2ccc(OC)c(OC)c2)cc1 (stereo not given in full),0.5,13.0,0.8,-3.4,-3.7,5.7,-7.9,0.3,17.4
COc1ccc(CC(=O)O/N=C(\N)c2cccc([N+](=O)[O-])c2)cc1,0.3,15.2,-1.3,-21.8,2.3,20.5,0.0,-11.9,23.7
CCOc1ccccc1NC(=O)C(OC(=O)c1ccc(CC)cc1)c1ccccc1 (stereo not given),3.1,19.8,-0.8,6.9,-2.2,29.1,-4.7,20.6,18.7
CCC(CC)C(=O)Nc1nnc(S(=O)(=O)N2CCc3ccccc32)s1,1.0,0.0,-0.5,9.3,0.9,-7.2,-1.7,-32.4,-1.2
CC(=O)NC1C(=O)N(CCN2CCOCC2)c2ccc(Br)cc21 (stereo not given),-0.6,14.4,17.9*,12.6,-4.1,12.5,0.8,13.5,23.8
Cc1ccc2cc(C(=O)O)c(C)nc2c1,-5.3,-8.0,0.0,-1.9,-3.0,-13.1,0.2,0.1,-16.1
CCC(=O)Nc1c(C)nn(C(=O)CC)c1C,1.1,-4.8,1.2,14.0,0.8,-5.9,-2.0,-11.1,-18.8
CCOC(=O)c1c(NC(=O)Cn2cnc([N+](=O)[O-])n2)sc2c1CCCC2,0.5,20.3,-7.4,7.2,4.8,9.5,0.7,-25.0,34.7
O=C(NCCCN1CCCC1=O)c1c(O)nc2sccn2c1=O,0.7,7.3,0.3,22.9,-1.9,-2.8,-3.5,15.5,-6.5
Cc1[nH]c2ccccc2c1C(=O)CN1C(=O)C(=O)N(Cc2ccco2)C1=O,-0.7,13.2,-0.8,8.6,-3.0,3.4,-2.1,-7.6,13.6
CC1(C)CC(=O)C=C(C(=O)N2CCCC(CCC(=O)NCc3ccccc3F)C2)O1 (stereo not given),0.4,15.0,0.4,5.8,-0.9,-0.2,-1.8,-13.6,3.9
Cc1ccc(C(=O)Nc2ccc(Br)c(C(F)(F)F)c2)cc1,94.1*,67.3*,10.3*,-16.0,1.2,63.4*,-5.8,-20.1,75.4*
CC(=O)Nc1ccc(S(=O)(=O)N(C)CC(=O)OCC(=O)N2CCCC2=O)cc1,-1.6,5.1,16.9*,20.5,-5.1,-3.6,-0.5,11.6,3.3
CCCCOC(=O)c1nc[nH]c1C(=O)OCCCC,-0.3,15.8,0.2,6.5,0.2,-0.1,-3.1,-2.3,1.7
NC(=O)c1c(N)sc(=S)n1CC1CCCO1 (stereo not given),-2.5,15.0,0.0,5.7,1.7,9.0,-3.9,13.1,-3.7
CSc1nc2cc(S(=O)(=O)N3CCOCC3)ccc2s1,-1.0,6.8,1.9,42.1,-2.3,-1.4,0.4,14.8,2.0
CC(C)(C)c1ccccc1NC(=O)C1=COCCO1,-0.9,11.2,0.6,3.7,1.5,-0.5,3.0,-7.3,9.1
Cc1cc(C)nc(SCc2nnc(SCC(=O)Nc3ccc(C)c(C)c3)n2Cc2ccco2)n1,0.5,25.6,0.7,15.4,7.9,13.4,-2.7,-0.4,20.3
CCOc1ccc(S(=O)(=O)N(CC)CC)cc1NS(=O)(=O)c1ccc(F)c(F)c1F,-1.7,23.1,5.0,-39.6,0.2,6.2,0.6,6.0,23.2
CCOC(=O)C1=CN(c2cccc(F)c2)C=C(C(=O)OCC)C1c1cc(OC)c(O)c([N+](=O)[O-])c1,9.4,45.3,-8.2,18.6,-3.7,11.0,-2.9,44.1*,20.7
CCC(C)NC(=O)c1ccccc1-c1nc2ccccc2[nH]1 (stereo not given),-0.5,6.9,-2.5,-24.7,-0.9,11.6,3.0,5.7,11.2
C/C(=N\NC(=O)c1ccccc1)c1ccc(-n2ccnc2)cc1,1.7,-9.9,-0.3,-4.2,-0.1,-2.7,-2.1,10.3,-1.5
CCOC(=O)c1c(N)sc(C(=O)Nc2ccccc2F)c1C,-0.1,29.6,-15.3,18.3,-4.2,12.8,-5.0,22.9,-39.0
COc1cccc(C(=O)N2CCC(N3CC(C)OC(C)C3)CC2)c1 (stereo not given),2.1,18.5,0.0,12.4,1.2,-4.7,0.0,-7.7,-3.3
O=S(=O)(Nc1nc2ccccc2nc1NCC1CCCO1)c1cccc(Cl)c1 (stereo not given),6.9,42.1,-1.1,1.9,-2.3,14.3,0.2,18.0,7.2
COc1ccc2[nH]c3c(N4CCN(Cc5ccc6c(c5)OCO6)CC4)ncnc3c2c1,13.8,34.6,-6.1,13.9,1.5,26.5,-3.8,-2.5,19.9
O=c1c2ccccc2cnn1-c1ccc2ccccc2c1,-0.2,40.0,6.4,15.0,0.4,9.1,-3.7,3.0,20.5
CC(C)OC(=O)CSc1nnc(-c2ccncc2)n1N,-0.4,12.8,2.5,17.2,4.6,-4.6,-3.5,4.2,-8.8
Cc1cc(-c2cc(C(=O)O)c3ccccc3n2)c(C)s1,-1.4,-11.0,1.2,2.6,-3.9,5.2,-1.0,10.5,3.1

# Complete entries from above. Order of values: MPTP block, tim23-1 inh, GRIN3A LBD mod, NALP3 yeast inh, APJ ag, TIM10 inh, beta cell repl, APJ antag, tim10-1 inh
# CCOC(=O)c1c(N)sc(C(=O)Nc2ccccc2F)c1C reads -0.1, 29.6, -15.3, 18.3, -4.2, 12.8, -5.0, 22.9, -39.0
# CCC(=O)Nc1c(C)nn(C(=O)CC)c1C reads 1.1, -4.8, 1.2, 14.0, 0.8, -5.9, -2.0, -11.1, -18.8

# Other results
SMILES,MPTP block,tim23-1 inh,GRIN3A LBD mod,NALP3 yeast inh,APJ ag,TIM10 inh,beta cell repl,APJ antag,tim10-1 inh
Cc1ccc(NS(=O)(=O)c2cc(-c3n[nH]c(=O)c4ccccc34)ccc2C)cc1,8.3,27.7,-2.9,-2.9,-0.2,12.1,-1.8,7.9,21.3
O=C(NNC(=O)C1CC1)c1ccccc1[N+](=O)[O-],-1.4,-3.1,-0.9,13.6,2.5,-7.0,4.5,-7.2,-18.1
CC1(C)CC(NC(=O)c2ccc(Cl)c(Cl)c2)CC(C)(C)N1,0.7,-8.0,0.5,9.5,-3.5,-7.2,0.9,-10.4,-11.8
COc1ccc(S(=O)(=O)Nc2ccc(S(=O)(=O)Nc3cc(C)nc(C)n3)cc2)cc1OC,-0.4,2.5,-2.0,14.4,-2.4,3.7,-2.9,12.8,-5.5
CCOc1cc(N2CCOCC2)c(OCC)cc1NC(=O)CSc1ncn[nH]1,0.5,15.7,-0.4,1.0,3.8,10.5,-1.3,-43.6,10.0
CC(C)Cn1c(/C=C/c2ccccc2)nc2ccccc21,2.0,56.0*,-1.9,41.2,-1.7,39.4,0.0,1.8,38.7
O=C(Nc1nccs1)c1ccc(-c2cccc([N+](=O)[O-])c2)o1,-0.6,-0.8,3.5,-10.4,-1.5,18.3,2.0,-2.0,13.8
Cc1cc(NC(=O)c2cn(C3CCCCC3)c(=O)c3c2c2ccccc2n3C)no1,-2.6,31.9,-0.9,9.7,-2.6,9.0,-6.3,7.0,22.6
CC(C)N(Cc1ccccc1)C(=O)C1CCCN(c2ncnc3c2nc2n3CCCCC2)C1 (stereo not given),2.3,24.6,-2.0,18.7,1.1,10.0,-1.2,29.0,31.3
CCOC(=O)c1c(NC(C)=O)sc2c1CCC(C=O)=C2Sc1ccccc1,2.0,44.4,-4.5,17.4,5.1,5.1,-4.4,-38.5,38.8
O=C(NCC(=O)N(Cc1ccco1)C(C(=O)NC1CCCC1)c1ccncc1)c1cccs1 (stereo not given),-2.3,-4.4,0.5,14.8,-0.4,-5.2,-1.3,1.9,14.9
CCCOC(=O)Cc1c(O)c2ccccc2[nH]c1=O,-1.0,12.8,-1.3,6.9,-0.2,-3.7,-1.5,-0.5,5.9
Cc1ccc(C)c(NC(=O)C2CC(=O)N(C(C)C)C2)c1 (stereo not given),-0.7,7.8,5.3,-2.1,-0.7,7.9,1.5,-2.0,3.4
COCCNC(=O)C1CC(c2ccc(F)cc2)=NO1 (stereo not given),-0.5,3.0,-1.2,8.1,-6.5,4.0,-3.0,-3.8,12.1
CCn1c(SCC(=O)Nc2oc(C)c3c(C)n[nH]c(=O)c23)nc2sc(C)c(C)c2c1=O,0.5,55.3*,-0.1,5.2,11.6,29.1,-5.7,16.2,30.3
COc1cccc(-n2cnnn2)c1,-0.4,8.3,-0.6,-4.1,-0.1,-1.4,-1.4,3.9,23.2
CC(=O)Nc1cc[n+](C(C)C(=O)c2ccc(Cl)cc2)cc1 (stereo not given),2.0,-8.9,-0.4,-0.8,-4.3,-7.4,3.1,-3.3,11.8
COc1ccc(OCC(=O)Nc2cc(C)c(Cl)cc2OC)c([N+](=O)[O-])c1,0.6,3.3,-0.1,20.2,0.9,-9.2,0.0,5.5,18.0
CCC(=O)Nc1cc(Cl)ccc1C(=O)O,2.3,-1.6,-4.6,1.3,0.2,-11.1,-0.1,-4.4,17.1

# No enrichment for hits; any-hit rate near 7.2%.
